Cav32 inh: Cav3.2 calcium influx blockers – cell-based, Fluo-4 calcium fluorescence, FDSS, MLSMR library, primary screen; Voltage-dependent T-type calcium channel subunit alpha-1H (Homo sapiens), O95180; Cav3.2-expressing cells; hits give low values; B-score at 10 µM; 4% of 100,000 active; AID 449739, 2010;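 active means single-dose well whose peak fluorescence ratio is a statistical outlier from its plate by either plate-standardised score or position-corrected B-score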
Target sequence (O95180 whole entry, looked up): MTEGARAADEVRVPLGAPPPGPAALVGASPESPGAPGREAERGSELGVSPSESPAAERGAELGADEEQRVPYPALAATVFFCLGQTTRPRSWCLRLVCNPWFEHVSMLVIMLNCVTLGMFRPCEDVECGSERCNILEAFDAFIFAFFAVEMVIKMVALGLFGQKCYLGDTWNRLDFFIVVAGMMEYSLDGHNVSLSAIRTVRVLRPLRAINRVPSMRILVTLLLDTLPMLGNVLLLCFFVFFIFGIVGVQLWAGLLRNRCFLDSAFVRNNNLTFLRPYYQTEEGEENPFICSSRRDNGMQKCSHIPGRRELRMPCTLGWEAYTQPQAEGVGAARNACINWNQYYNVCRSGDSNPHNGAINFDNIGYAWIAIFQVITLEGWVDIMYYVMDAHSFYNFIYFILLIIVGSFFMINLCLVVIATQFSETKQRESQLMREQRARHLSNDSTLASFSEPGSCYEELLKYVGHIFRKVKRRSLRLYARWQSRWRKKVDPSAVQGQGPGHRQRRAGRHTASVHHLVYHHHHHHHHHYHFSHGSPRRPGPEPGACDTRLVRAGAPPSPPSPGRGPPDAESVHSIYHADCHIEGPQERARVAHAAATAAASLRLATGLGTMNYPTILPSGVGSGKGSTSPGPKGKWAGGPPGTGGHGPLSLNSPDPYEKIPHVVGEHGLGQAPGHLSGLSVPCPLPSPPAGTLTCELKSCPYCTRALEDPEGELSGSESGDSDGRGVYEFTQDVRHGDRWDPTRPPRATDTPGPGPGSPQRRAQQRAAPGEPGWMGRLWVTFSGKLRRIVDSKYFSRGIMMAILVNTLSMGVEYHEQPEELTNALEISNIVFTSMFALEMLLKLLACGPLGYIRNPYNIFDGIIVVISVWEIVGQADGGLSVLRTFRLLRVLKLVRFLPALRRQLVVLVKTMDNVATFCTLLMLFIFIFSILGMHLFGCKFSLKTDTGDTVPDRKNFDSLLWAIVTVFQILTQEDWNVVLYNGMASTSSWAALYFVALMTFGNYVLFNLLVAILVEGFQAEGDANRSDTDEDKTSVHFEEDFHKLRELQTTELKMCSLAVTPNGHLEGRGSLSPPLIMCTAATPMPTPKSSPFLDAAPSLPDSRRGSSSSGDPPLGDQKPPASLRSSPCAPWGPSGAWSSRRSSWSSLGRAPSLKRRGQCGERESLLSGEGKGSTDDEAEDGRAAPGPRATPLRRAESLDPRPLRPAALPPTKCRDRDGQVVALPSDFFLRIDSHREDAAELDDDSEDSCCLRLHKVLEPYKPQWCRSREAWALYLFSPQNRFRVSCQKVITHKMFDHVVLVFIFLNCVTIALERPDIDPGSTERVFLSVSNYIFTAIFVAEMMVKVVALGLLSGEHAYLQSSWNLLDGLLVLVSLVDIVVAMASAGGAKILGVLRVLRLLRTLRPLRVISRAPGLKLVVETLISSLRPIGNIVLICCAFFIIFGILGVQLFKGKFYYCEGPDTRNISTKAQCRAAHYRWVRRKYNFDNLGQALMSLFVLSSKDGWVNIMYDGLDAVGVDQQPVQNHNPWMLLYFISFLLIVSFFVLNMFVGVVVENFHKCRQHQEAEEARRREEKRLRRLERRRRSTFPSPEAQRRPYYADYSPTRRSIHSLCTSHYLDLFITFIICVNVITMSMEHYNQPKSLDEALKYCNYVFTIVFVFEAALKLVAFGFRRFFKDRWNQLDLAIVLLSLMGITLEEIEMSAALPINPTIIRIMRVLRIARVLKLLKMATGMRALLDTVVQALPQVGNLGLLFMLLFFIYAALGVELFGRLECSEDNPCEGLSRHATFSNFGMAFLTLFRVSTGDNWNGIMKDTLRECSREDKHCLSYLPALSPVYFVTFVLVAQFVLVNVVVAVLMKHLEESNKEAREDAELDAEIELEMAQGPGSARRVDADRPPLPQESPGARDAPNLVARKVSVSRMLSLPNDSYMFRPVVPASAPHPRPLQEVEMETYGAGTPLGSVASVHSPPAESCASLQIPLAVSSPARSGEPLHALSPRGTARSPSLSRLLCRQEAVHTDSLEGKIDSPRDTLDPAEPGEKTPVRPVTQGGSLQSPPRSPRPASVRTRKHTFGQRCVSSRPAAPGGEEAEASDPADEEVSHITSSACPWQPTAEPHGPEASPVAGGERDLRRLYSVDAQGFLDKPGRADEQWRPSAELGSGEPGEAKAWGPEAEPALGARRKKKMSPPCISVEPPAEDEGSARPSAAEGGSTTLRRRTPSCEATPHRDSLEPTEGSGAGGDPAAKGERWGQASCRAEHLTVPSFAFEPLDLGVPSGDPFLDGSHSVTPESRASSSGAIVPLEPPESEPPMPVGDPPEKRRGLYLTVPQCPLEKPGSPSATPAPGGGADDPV
* marks the source's active call; other numbers are inactive results. Only part of the results is shown. The share of hits here may be higher or lower than overall.

Structure	Cav32 inh
COc1ccc(NC(=O)Nc2nnc(-c3ccccc3SCc3ccccc3)s2)cc1	-0.622
CCS(=O)(=O)Nc1ccc(Cc2ccncc2)cc1	0.85
CCc1ccc2oc(-c3cc(N)ccc3O)nc2c1	1.28
O=C(NCc1cccs1)c1cc2c(s1)CCCC2	-2.68
CS(=O)(=O)NCc1nnc(SCc2ccccc2C(F)(F)F)o1	-0.246
Cc1csc2ncc(C(=O)Nc3ccccc3F)c(=O)n12	-0.355
CC(C)C(=O)Nc1cccc(NC(=O)c2cccnc2)c1	-0.128
COc1ccc(Cl)cc1NS(=O)(=O)c1ccc(OC)c(OC)c1	-1.01
COc1ccc(NC(=O)c2sc(SC)nc2N)cc1	0.943
O=C(Nc1ccc(F)cc1F)NC1CC(=O)N(Cc2ccccc2)C1 (stereo unspecified)	0.0792
O=C(c1ccc(NC2=NC3CS(=O)(=O)CC3S2)cc1)N1CCN(C(=O)c2ccco2)CC1 (stereo unspecified)	1.51
Cn1cc(CN2CCc3ccccc3C2)c2ccccc21	-0.431
Cc1ccc(NC(=O)C2CCN(C(=O)NC3CCCCC3)CC2)cc1Cl	-1.15
O=C1CSC(c2ccc3c(c2)OCO3)N1c1ccc(Oc2ccccc2)cc1 (stereo unspecified)	-3.09
CCN(CC)c1cccc(OCC(=O)N(C)CCC#N)c1	-0.502

The results go on:
Structure	Cav32 inh
CC(C)n1nnnc1SCC(=O)NCCc1ccccc1	1.13
CCN(C1CCCCC1)S(=O)(=O)c1ccc(S(=O)(=O)NCCc2ccncc2)cc1	-0.905
COc1ccc([C@@H]2Sc3cc(OC)ccc3N(CCN(C(C)C)C(C)C)C(=O)[C@H]2OC(C)=O)cc1	0.612
COc1ccc(-c2cc(=O)[nH]c(=O)[nH]2)cc1	0.114
Cc1ccc(S(=O)(=O)N2CCN(c3nc(C)c4c(c3C#N)CC(C)(C)OC4)CC2)cc1	-2.16
COc1ccc(C2c3c(oc4ccccc4c3=O)C(=O)N2c2ccccn2)cc1 (stereo unspecified)	0.105
CC#CCN1C(=O)N[C@@H](c2ccccc2)C(C(=O)OC)=C1C	-0.00207
CCCC(=O)Nc1cccc(Oc2nc(C)cc(C)c2C#N)c1	-0.0338
O=C(NCc1cccs1)c1ccncc1	-0.0799
CCCN(CCC)C(=O)C1c2ccccc2Oc2ccccc21	-4.57*
O=C(NCc1ccccc1)C(c1ccncc1)N(C(=O)c1csnn1)C1CC1 (stereo unspecified)	-0.198
Cc1ccc(C(=O)Cn2nnc3c(sc4nc5c(c(-c6ccccc6)c43)CCC5)c2=O)cc1	-1.74
O=C1c2cccnc2C(Nc2ccc(S(=O)(=O)N3CCCCC3)cc2)N1Cc1ccccc1 (stereo unspecified)	0.374
O=C(O)c1ccc(COc2c(F)c(F)cc(F)c2F)cc1	0.236
COc1cccc(-c2cc(C(F)(F)F)n3ncc(C(=O)NCC4CCCO4)c3n2)c1 (stereo unspecified)	-2.7

Cav32 inh, what is marked active above
Structure	Cav32 inh
CCCN(CCC)C(=O)C1c2ccccc2Oc2ccccc21	-4.57*

Continued:
Structure	Cav32 inh
CCCNC(=O)C(Cc1ccccc1)NS(=O)(=O)c1cccc2nsnc12 (stereo unspecified)	1.31
Cc1nc(NC(=O)c2ccccc2)sc1-c1csc(NCc2ccccc2)n1	-0.647
CC(=O)c1cc(F)c(N2CCN(C(=O)C(C)(C)C)CC2)cc1C	0.768
O=C1CC(N2CCN(c3ccccc3Cl)CC2)C(=O)N1c1cccc(F)c1 (stereo unspecified)	-0.979
O=C(/C=C/c1ccccc1)NC(=S)Nc1cccnc1	-1.14
CCC(C)C(NC(=O)OC(C)(C)C)C(=O)NCc1ccco1 (stereo unspecified)	0.227
O=C(/C=C/c1ccccc1)NC(=S)NNC(=O)c1ccco1	-4.52
Cc1ccc(Cn2c(C3CCCN3c3nc(-c4ccc(F)cc4)cs3)nc3cc(C(F)(F)F)ccc32)cc1 (stereo unspecified)	-0.402
O=C(OC(C(=O)NCC1CCCO1)c1ccc(F)cc1)c1cccs1 (stereo unspecified)	1.33
CN(C)C(=O)CSc1nc(-c2ccccc2)nc2c1CCCC2	-0.471
COc1ccc(S(=O)(=O)N2CCC(C(=O)c3ccc4c(c3)OCCO4)CC2)cc1	-0.225
O=C(Nc1ccc(N2CCOCC2)cc1)c1cccnc1	-0.745
O=C(NCc1cccnc1)Nc1ccc(F)cc1F	0.0375
CN=C(Nc1ccc(C(=O)OC)cc1)SC1CC(=O)N(c2ccccc2F)C1=O (stereo unspecified)	-0.0337
OC(COc1ccccc1)CN1CCOCC1 (stereo unspecified)	0.651

Further records.
Structure	Cav32 inh
Cc1cc(=O)[nH]c(SCC(=O)Nc2nnc(CC(C)C)s2)n1	-3.87
CC1(C(=O)NC2CCCC2)CCC(=O)N1CCC1=CCCCC1 (stereo unspecified)	-0.145
CCCCNC(=O)CSc1nccn1Cc1ccccc1	0.518
CC1CN(S(=O)(=O)N(C)C)CCN1S(=O)(=O)N(C)C (stereo unspecified)	0.173
CC(=O)c1cccc(NC(=O)COc2ccccc2)c1	0.125
CNc1nc(Nc2ccc(C(C)=O)cc2)nc(OC(C(F)(F)F)C(F)(F)F)n1	-0.605
Cc1ccc(Nc2nc(C(=O)N3CCC(C(=O)NCCN4CCOCC4)CC3)cs2)cc1	0.344
COC(=O)c1c(NC(=O)C2CC=CCC2C(=O)O)sc(C)c1C (stereo unspecified)	0.464
Cc1c(C(=O)Nc2ccc(F)c(F)c2)oc2ccc(S(=O)(=O)N3CCCCC3)cc12	-0.86
O=C(CSc1ccc(Cl)cc1)N1CCOCC1	0.382
COC(=O)Cc1c(C)nc2nc(-c3cccnc3)[nH]n2c1=O	-0.118
O=C1c2cccc3cccc(c23)C(=O)N1c1ccc2ncccc2c1	0.479
Cc1c(C(=O)NCC2CCCO2)oc2ccc3c(c12)C(=O)CC(C)(C)O3 (stereo unspecified)	-0.75
Cc1ccc(OCCn2nc3ccccc3n2)c(C)c1	-0.361
Cc1cc2c(cc(C(=O)OCC(=O)NCc3cccs3)n2C(C)C)o1	-3.48

The list continues.
Structure	Cav32 inh
CN(C)/C=C1\C(=O)N(c2ccc([N+](=O)[O-])cc2)N=C1c1ccccc1	-0.255
CCOC(=O)C1CCCN(CCC(=O)Nc2c(C(=O)OC)[nH]c3cc(OC)ccc23)C1 (stereo unspecified)	0.88
Cc1cc(NC(=O)CSc2nnc(-c3cccnc3)n2N)no1	0.248
CCCNC(=O)c1cc(C)no1	0.803
Cc1cc(C)n(-c2nc3ccccc3nc2Nc2ccc3[nH]c(=O)[nH]c3c2)n1	0.403
COC(=O)Cc1ccc(NC(=O)c2ccc(C)c(C)c2)cc1	0.502
CCOC(=O)COc1ncn(-c2ccccc2)n1	1.95
CCCCCCCCC(=O)N/N=C/c1cccc(Br)c1	-0.00663
CCn1cc(/C=C(/C#N)S(=O)(=O)c2ccccc2)cn1	1.12
COC(=O)CCCC1=CC2=C(c3ccccc3)C(=O)C(C)(OC(=O)C3CCCC3)C(=O)C2=CN1C1CC1 (stereo unspecified)	-1.97
Fc1ccc(CN2CCCCCCC2)cc1F	-0.245
Cc1ccc(S(=O)(=O)NCC(=O)NC2CCCCCC2)cc1	-0.642
Cc1nc(CN2CCN(C(=O)NC3(c4ccccc4)CC3)CC2)cs1	0.908
O=C(COC(=O)c1cccs1)NCc1ccccc1	-0.724
COc1ccc(Cl)cc1NC(=O)CN(C1CCCCC1)S(C)(=O)=O	-4.31*

Next part.
Structure	Cav32 inh
Cc1ccc(NC(=O)CN(C)S(=O)(=O)c2cccs2)cc1C	0.985
Cc1ccc2c(c1)C(=O)CC1(CCC(C(C)(C)C)CC1)O2 (stereo unspecified)	0.133
Cn1c(CN2CCC(C(N)=O)CC2)c(C#N)c2ccccc21	0.383
CS(=O)(=O)N1CCN(C(=O)C(Sc2ccccc2)c2ccccc2)CC1 (stereo unspecified)	-0.338
CC(c1ccco1)N(C(=O)COc1ccc(Cl)cc1Cl)c1ccccn1 (stereo unspecified)	-2.69
Cc1cc2c3c(c1)C1(C(=O)N3C(C)(C)CC2C)C(C#N)=C(N)Oc2n[nH]c(C)c21 (stereo unspecified)	-2.26
Cc1cccc(CCNS(=O)(=O)c2ccc(S(=O)(=O)N3CCC(C)CC3)cc2)c1	0.259
CC(C)Cn1cnc2c1c(=O)n(CC(=O)Nc1ccc3c(c1)OCO3)c(=O)n2Cc1ccccc1	-0.458
O=c1c(-c2ccccc2)c1-c1ccccc1	0.0145
Cc1nn2c(-c3ccccc3)c(-c3ccccc3)nc2[nH]c1=O	0.949
COc1cccc(NC(=O)Cn2cc3c(n2)CCCCC3)c1	-1.58
Cc1ccc(N/C(CSC(N)=O)=N/S(=O)(=O)c2ccccc2)cc1	0.915
CC(C)(C)c1csc(NC(=O)CSc2nc3ccccc3c(=O)[nH]2)n1	1.19
CCOC(=O)Cc1nnc(NC(=O)c2ccccc2OCC)s1	-0.51
COC(=O)c1cc(Cl)c(NC(=O)c2ccco2)cc1OC	-0.41

In another format: entries from further up
Cc1ccc(NC(=O)CN(C)S(=O)(=O)c2cccs2)cc1C
  Cav32 inh = 0.985

Cc1ccc2c(c1)C(=O)CC1(CCC(C(C)(C)C)CC1)O2 (stereo unspecified)
  Cav32 inh = 0.133

Arranged by value in Cav32 inh (ascending): some entries from above
compound,Cav32 inh
CC(C)Cn1cnc2c1c(=O)n(CC(=O)Nc1ccc3c(c1)OCO3)c(=O)n2Cc1ccccc1,-0.458
Cc1ccc2c(c1)C(=O)CC1(CCC(C(C)(C)C)CC1)O2 (stereo unspecified),0.133
Cc1cccc(CCNS(=O)(=O)c2ccc(S(=O)(=O)N3CCC(C)CC3)cc2)c1,0.259

New compounds follow:
Structure	Cav32 inh
CCOC(=O)c1ccccc1NCN1C(=O)CSC1=O	0.331
CC1Cc2ccccc2N1C(=O)CCNS(=O)(=O)c1ccc2c(c1)CCC(=O)N2 (stereo unspecified)	1.47
COc1ccc2c(Cl)c(-c3nnco3)sc2c1	-0.406
CCN1C(=O)N[C@@H](CCc2ccccc2)[C@H](C(=O)OC)[C@H]1C	0.183
COCCNC(=O)COc1ccc(Nc2ccccc2)cc1	-0.86
O=C(NCc1ccco1)c1ccc(S(=O)(=O)N2CCCc3ccccc32)cc1	-3.89*
Cc1cnc(NC(=O)CSc2nc3ccccc3c(=O)[nH]2)s1	0.294
O=C(c1ccccc1)[C@H]1[C@H](c2ccccc2)[C@@]2(N=C(c3ccccc3)OC2=O)C2c3ccccc3C=NN21 (stereo partly specified)	-1.68
CC(C)CCN1C(=O)c2ccc(-c3nc4ccccc4c(=O)o3)cc2C1=O	-0.376
COc1ccccc1NS(=O)(=O)c1cccc(NC(=O)c2nc3nc(C)cc(C)n3n2)c1	2.21
O=C(NCC(c1cccnc1)N1CCOCC1)C1CCCCC1 (stereo unspecified)	0.787
COC(=O)C1=C(N)Oc2cc(C)n(C)c(=O)c2C1c1ccc(Cl)c(Cl)c1 (stereo unspecified)	-0.116
COc1ccc(C(C(=O)NCc2ccccc2)N(Cc2cccs2)C(=O)c2cnccn2)cc1 (stereo unspecified)	-0.0118
Cc1cc(C)nc(Nc2nc(=O)c3ccccc3s2)n1	-0.6
COc1cc(OC)nc(NC(=O)NS(=O)(=O)c2ccc(OC(F)(F)F)cc2)n1	0.362

(listing goes on)
Structure	Cav32 inh
CCOc1ccc2nc(N3CCOCC3)nc(C)c2c1	0.0911
NC(=O)CC[C@@H]1NC(=O)[C@H](Cc2ccc(O)cc2)NC(=O)c2cc([N+](=O)[O-])cc(F)c2OCC[C@@H](C(N)=O)NC1=O	-0.562
CCOC(=O)C1=C(C)Nc2nnnn2C1c1cccnc1 (stereo unspecified)	0.863
CCOC(=O)C(C(=O)OCC)C(=O)c1cc(OC)c(OC)c(OC)c1	0.0511
O=C(NNC(=O)c1ccc(O)cc1O)c1ccc(Cl)cc1	-0.876
CCSc1nc2c(c(=O)[nH]c(=O)n2C)n1C/C=C(/C)Cl	1.13
COc1cc(CNc2ccccc2SC)cc(OC)c1OC	-2.75
COc1ccccc1[C@@H]1C(c2cccc(C)c2)=NN(c2ccccc2)[C@H]1C(=O)N1CCOC1=O	-0.329
O=C(CSC1=NCCS1)Nc1ccc(S(=O)(=O)NC2CCCCC2)cc1	-2.11
CCOC(=O)c1cccc(NS(=O)(=O)c2ccc(NC(C)=O)cc2)c1	-2.57
CCn1cc(C(=O)N[C@H](C)c2ccccc2)c(=O)c2cc(F)c(N3CCN(C)CC3)cc21	1.15
CSc1nncc(/C(C)=N\Nc2ccccc2C)n1	-2.59
COc1ccc(Oc2c(-c3ccc(O)cc3O)n[nH]c2C)cc1	-8.82*
O=C(NCC1COc2ccccc2O1)c1ccc(Cl)cc1 (stereo unspecified)	-3.08
CN[C@H](CC(=O)O)C(=O)O	-0.865

(listing goes on)
Structure	Cav32 inh
CN(CCC#N)C(=O)COC(=O)c1ccc(Cl)c(S(N)(=O)=O)c1	0.0645
CCOC(=O)c1cc(-c2cccs2)nc2onc(C)c12	-0.198
O=C(O)CCCC(=O)Nc1ccc(Cl)c(Cl)c1	0.154
O=C(NCc1cccnc1)C1CCCN(S(=O)(=O)c2ccccc2)C1 (stereo unspecified)	0.312
CCOC(=O)c1nc(N)c(=O)n(-c2ccc(C)cc2)n1	1.68
Cc1c(C(Nc2ccccn2)c2ccc(Cl)cc2)c(=O)n(-c2ccccc2)n1C (stereo unspecified)	-2
O=C1C2C(c3ccccc3)CC=CC2[C@H](c2ccc(C(F)(F)F)cc2)N1Cc1ccccc1 (stereo partly specified)	-2.78
O=C(COC(=O)c1cc(S(=O)(=O)N2CCc3ccccc3C2)ccc1Cl)NCc1ccco1	-3.49
CCOC(=O)c1cnc(-c2ccccc2)[nH]c1=O	0.337

Source: PubChem (Vanderbilt High Throughput Screening Facility)
